Salmonella PhoP GFP: inhibitors of PhoP regulon expression, primary screen, Salmonella Typhimurium, GFP reporter (AID 1863). S. Typhimurium PhoP-regulated promoter GFP reporter, 4 h; higher % means a stronger effect. inhibition, % at 50 µM; hits with a dose series show IC50 in µM. 0.16% of 300,000 active;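 active means inhibition over 29.93%, a cutoff 3 SD above the screen mean, later confirmed by dose response; inconclusive means inhibition over 29.93% but no dose response follow-up; inactive means inhibition at most 29.93% or unconfirmed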;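 further: 0% = low Mg2+ inducing control and 100% = high Mg2+ repressing control; strong numbers were not always called active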
GPR35 antagonists: GPR35 antagonists blocking zaprinast-driven arrestin recruitment, primary screen, imaging, U2OS, beta-arrestin-GFP, zaprinast agonist (AID 2058). G-protein coupled receptor 35 (Homo sapiens). U2OS GPR35 beta-arrestin-GFP translocation imaging, zaprinast antagonism; higher % means a stronger effect. inhibition, % at 10 µM; hits with a dose series show IC50 in µM. 0.052% of 290,000 active;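 active means inhibition of at least 50% with at least 30 cells and total cytoplasm GFP at most 10,000,000; inconclusive means under 30 cells or total GFP of 10,000,000 plus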
Rac1 GTP hydrolysis: MgcRacGAP GTPase-activating activity inhibitors, confirmation, biochemical, ADP Hunter fluorescence; MgcRacGAP-stimulated Rac1 GTP hydrolysis, ADP Hunter fluorescence; higher % means a stronger effect; GST-tagged Rac1 F28L mutant substrate; inhibition, % at 30 µM; hits with a dose series show IC50 in µM; AID 624330, 2012; Rac GTPase-activating protein 1 (Homo sapiens); 0.6% of 340,000 active;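 active means first-screen hits whose inhibition reached a set limit at any dose in the follow-up dose series; inconclusive means inhibition above the set first-screen limit but never retested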;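 further: fluorescence reports GDP produced by GAP-driven GTP hydrolysis; strong numbers were not always called active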
RSV antiviral HEp-2: RSV antiviral activity via CPE protection, HEp-2 cells, primary 10 µM value included (AID 2391). HEp-2 cells, RSV-induced CPE inhibition; higher % means a stronger effect. CPE inhibition, % at 10 µM; hits with a dose series show IC50 in µM. 0.13% of 310,000 active; in the data active means a potency from the dose series; inconclusive means CPE inhibition mostly from about 23% at the one dose, without a potency; inactive means the rest, 99 in 100 with CPE inhibition below about 21%; further: strong numbers were not always called active
West Nile antiviral: West Nile virus antiviral activity, cell-based, CPE readout (AID 1621); West Nile virus-infected cells, CPE inhibition; higher % means a stronger effect; 0.02% of 290,000 active; CPE inhibition, % at 10 µM; hits with a dose series show IC50 in µM; in the data active means a potency from the dose series; inconclusive means CPE inhibition mostly from about 3.7% at the one dose, without a potency; inactive means the rest, 99 in 100 with CPE inhibition below about 2.2%; further: strong numbers were not always called active
SV40 large T antigen: SV40 large T antigen inhibitors, biochemical (AID 1903). SV40 large T antigen ATPase/helicase inhibition assay; higher % means a stronger effect. one-dose inhibition, % at 20 µM; IC50 in µM for titrated hits. 0.39% of 310,000 active; in the data active means a potency from the dose series; inconclusive means inhibition mostly from about 32% at the one dose, without a potency; inactive means the rest, 99 in 100 with inhibition below about 32%; further: strong numbers were not always called active
CSM14.1 death rescue: rescue of cells from ER stress-induced death, primary screen, 384-well, CSM14.1, thapsigargin, ATP luminescence (AID 1222); CSM14.1 thapsigargin-induced death rescue, ATP luminescence; higher % means a stronger effect; cellular ATP content (survival), % at 20 µM, or EC50 in µM where a hit was titrated; 190,000 tested, under 10 active;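 active means EC50 below 50 µM in the dose-response confirmation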;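 further: death triggered by thapsigargin at about 15 µM added after 2 h compound pretreatment; cell ATP read after overnight thapsigargin exposure of roughly 18 to 22 hours; normalized against plate controls of thapsigargin alone and 5% DMSO vehicle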
Dengue-2 NS5 capping: Dengue-2 NS5 methyltransferase inhibitors, primary screen, biochemical, confirmation dose response (AID 588689). Genome polyprotein (Dengue virus type 2 (strain 16681-PDK53)). Dengue-2 NS5 methyltransferase capping enzyme assay, biochemical; higher % means a stronger effect. inhibition, % at 25 µM, or IC50 in µM where a hit was titrated. 0.3% of 340,000 active; in the data active means a potency from the dose series; inconclusive means inhibition above about 29% without an active follow-up result
LYP phosphatase: inhibitors of LYP phosphatase, biochemical, fluorescence intensity, uHTS (AID 1779) | Tyrosine-protein phosphatase non-receptor type 22 (Homo sapiens) | recombinant LYP phosphatase, fluorescence intensity; higher % means a stronger effect | inhibition, % at 11.5 µM, or IC50 in µM where a hit was titrated | 0.054% of 290,000 active; in the data active means inhibition above about 50%;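 further: plate controls were vehicle with enzyme for no effect and no enzyme for full effect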
Numbers without * were called inactive; u = inconclusive; x = not tested or not shown.

Every second line gives: Salmonella PhoP GFP	GPR35 antagonists	Rac1 GTP hydrolysis	RSV antiviral HEp-2	West Nile antiviral	SV40 large T antigen	CSM14.1 death rescue	Dengue-2 NS5 capping	LYP phosphatase
> COC(=O)[C@@H]1C[C@@]2(O)[C@H](O)[C@H](O)[C@H](O)C[C@H]2N1C/C=C/c1ccccc1
→ 3.6%	-10.5%	1.1%	0.2%	-0.5%	18.8%	x	0.8%	1.9%
> COCC(=O)N(Cc1cc2ccc(C)cc2[nH]c1=O)c1ccccc1C
→ 4.5%	-1.0%	8.6%	1.4%	0.1%	22.8%	x	-1.4%	-9.0%
> O=C(NCCCn1ccnc1)c1sc2cccc(F)c2c1Cl
→ 8.6%	-12.5%	11.2%	-1.5%	-0.8%	2.6%	-1.0%	4.9%	-7.5%
> O=C(CSc1nnc(SCc2ccccc2Cl)s1)N/N=C/c1c[nH]c2ccccc12
→ -9.1%	-2.9%	3.2%	8.3%	-0.8%	21.5%	2.5%	-3.6%	0.6%
> O=C(CSc1nnnn1C1CCCCC1)NNC(=O)c1ccco1
→ -2.3%	6.7%	6.2%	0.3%	-0.2%	11.7%	1.2%	0.8%	-8.9%
> Cc1oc2cc(Br)c(O)c(Br)c2c1C(=O)c1ccccc1
→ 11.8%	-16.0%	17.4%	4.5%	-0.1%	7.6%	x	6.0%	-9.7%
> CCCCc1c(C(=O)O)cc(OC)cc1C(=O)O
→ -2.9%	8.9%	6.8%	1.0%	0.4%	12.1%	-1.1%	5.7%	-6.4%
> O=C(NCCc1ccccc1)C(=O)NCC1OCCN1S(=O)(=O)c1cc(F)ccc1F (stereo not drawn)
→ x	-6.7%	-2.1%	0.8%	-0.9%	0.7%	x	1.4%	-9.3%
> COc1ccc(C(=O)NCC(=O)N/N=C/c2cccc(OC(=O)c3ccco3)c2)cc1OC
→ -12.1%	-2.6%	5.6%	-0.5%	-0.1%	9.7%	1.4%	-11.6%	1.2%
> Cc1cccc(N2C(=O)CSC23CCCCC3)c1
→ 5.9%	-11.6%	1.4%	0.6%	0.0%	-1.2%	-0.3%	-6.9%	-8.8%
> C=CCN1C(=O)NC(c2ccc(OC)cc2)(C(F)(F)F)S/C1=C(\C#N)c1nnc(N2CCOCC2)n1-c1ccccc1 (stereo not drawn)
→ -2.0%	-1.1%	3.2%	0.4%	0.2%	17.9%	0.6%	-3.3%	-4.8%
> COC(=O)c1ccc(CN2CCN(CCCc3ccccc3)C(CCO)C2)cc1 (stereo not drawn)
→ 1.3%	8.2%	4.4%	-1.9%	0.0%	5.4%	1.8%	-9.2%	-6.8%
> COc1ccc(-c2csc(C3=C(O)CN(CCCN4CCCC4=O)C3=N)n2)cc1OC
→ 0.2%	16.4%	8.2%	0.1%	1.1%	19.2%	x	1.5%	-2.0%
> COc1ccc(NC(=O)CSc2nc3c([nH]c4ccccc43)c(=O)n2C)c(OC)c1
→ 5.3%	-5.9%	-2.2%	1.1%	0.3%	5.5%	x	-12.7%	-9.8%
> CN(C)/C=N/c1sc2c(c1C(N)=O)CCCC2
→ -7.1%	-5.0%	11.3%	3.1%	-0.4%	11.9%	x	-3.7%	-3.8%
> Cc1c(CCC(=O)NCC(=O)O)c(=O)oc2cc3occ(-c4ccccc4)c3cc12
→ -6.6%	-3.6%	9.5%	0.6%	0.8%	8.2%	x	-6.1%	1.5%
> CCCCNc1c(-c2ccc(SC3CCCCC3)c(OC)c2)nc2ccc(Cl)cn12
→ 1.4%	x	4.6%	-0.8%	x	9.6%	x	-19.8%	x
> O=C(O)c1cc(-c2ccc(Cl)cc2)n[nH]1
→ 25.4%	16.3%	14.8%	-0.6%	0.0%	8.8%	x	-0.7%	-1.3%
> Cn1c(Cn2c(=O)sc3ccccc32)nnc1SCC(=O)Nc1cccc(F)c1
→ -2.7%	-4.7%	-2.2%	2.1%	-0.3%	2.4%	-1.7%	-6.5%	0.6%
> N#CC(C#N)=CC1=C2OC(c3ccccc3)=CC(c3ccccc3)=C2CCC1
→ -0.2%	13.3%	3.9%	0.4%	0.5%	16.0%	4.9%	-10.0%	0.3%
> O=C(NCCc1ccccc1)[C@@H]1CC=C[C@@H]2CCN(C3CCCCC3)C(=O)[C@@H]21
→ x	x	2.2%	0.5%	-1.2%	5.9%	x	4.1%	x
> COc1ccc(Cn2c(=S)[nH]c3ccccc3c2=O)cc1
→ -7.4%	5.7%	7.0%	1.4%	0.4%	7.8%	x	-12.2%	-2.0%
> Cc1ccc(S(=O)(=O)n2nc(C)c(S(=O)(=O)N3CCCCC3)c2C)cc1
→ -0.4%	-13.0%	7.8%	2.4%	0.1%	3.1%	x	6.3%	-14.9%
> COc1ccc(NC(=S)N(Cc2ccc(C(=O)O)cc2)Cc2ccc(OC)c(OC)c2)cc1
→ -4.4%	-12.6%	9.2%	-0.5%	0.0%	3.1%	-5.3%	2.4%	5.6%
> CN(CC#CCC(c1ccccc1)c1ccccc1)C(C)(C)C
→ -5.1%	10.0%	6.0%	-2.5%	-1.3%	-0.3%	-1.9%	-3.2%	-1.1%
> COc1ccc(CSc2nnc(CNS(C)(=O)=O)o2)cc1
→ 12.0%	8.8%	6.5%	0.3%	-0.1%	5.7%	-1.3%	-2.4%	-3.7%
> COc1cccc(OC)c1C(=O)Oc1ccc2c(c1)O/C(=C\c1ccncc1)C2=O
→ -15.7%	2.2%	8.2%	5.7%	-1.1%	-1.6%	3.1%	-2.2%	1.4%
> COc1ccc(C)cc1S(=O)(=O)N(C)CC(=O)N1CCN(c2ccccc2)CC1
→ 2.1%	11.8%	11.2%	-1.1%	-1.1%	22.0%	0.8%	2.9%	-2.8%
> Cc1ccccc1C(=O)N/N=C1/SCC(=O)N1Cc1ccc2c(c1)OCO2
→ 1.8%	-5.0%	6.5%	1.8%	-0.4%	8.1%	-2.1%	-2.2%	-1.7%
> CCC(Sc1nc2c(c(=O)n1CC)SC(C)C2)C(=O)OC (stereo not drawn)
→ -4.5%	15.6%	2.9%	1.1%	0.2%	1.4%	-1.0%	-4.1%	7.8%
> CCOC(=O)c1cnc2ccc(Br)cc2c1NCCO
→ -6.8%	-1.6%	4.5%	5.4%	0.2%	16.4%	-1.3%	-2.7%	0.0%
> O=C(O)c1ccc(C(=O)Nc2ccc(F)cc2)cc1
→ x	x	4.9%	0.2%	x	7.0%	x	-1.2%	x
> Cc1cc(/C=N/NC(=O)c2cccc(N(C)C)c2)c(C)n1-c1cc(C(=O)O)cc(C(=O)O)c1
→ 8.1%	-13.6%	6.4%	x	-0.2%	24.3%	-0.7%	4.4%	4.4%
> CN(C)c1ccc(/C=N/NC(=O)C(=O)N2CCCCCC2)cc1
→ -1.2%	0.6%	-0.3%	0.4%	0.1%	4.7%	x	-1.6%	-8.0%
> COc1ccc(-c2c(-c3ccc(O)cc3O)n[nH]c2C(F)(F)F)cc1
→ -9.0%	2.4%	9.5%	u	0.1%	15.8%	x	-14.9%	-0.2%
> CCN(C(=O)COC(=O)c1ccccc1SCC(=O)NC1CCCCCCC1)C1CCS(=O)(=O)C1 (stereo not drawn)
→ -6.8%	19.0%	9.3%	1.3%	-0.4%	4.6%	-0.9%	-4.4%	0.6%
> CCC(C)[C@H](NC(=O)Nc1cccc(OC)c1)C(=O)OC (stereo partly drawn)
→ -3.3%	9.9%	4.4%	1.6%	0.1%	-10.3%	-0.6%	-12.8%	-6.9%
> Cc1nn(C)c(Oc2cccc(Cl)c2)c1C=O
→ -1.5%	-7.5%	2.5%	2.8%	-0.1%	6.8%	1.7%	-1.6%	0.0%
> O=Cc1ccccc1OCCOc1ccccc1C=O
→ -3.3%	3.1%	16.9%	12.3%	2.7%	12.9%	-1.3%	-5.5%	-3.7%
> CC(=O)Oc1ccc(/C=C2/Oc3ccccc3C2=O)cc1
→ -8.1%	10.2%	12.7%	1.7%	0.6%	6.7%	x	-4.6%	-2.6%
> Cc1cccc(-n2c(SCc3cc(=O)n4ccsc4n3)nc3ccccc3c2=O)c1
→ 15.6%	6.6%	5.2%	38.7%	0.7%	0.8%	0.0%	-7.6%	0.1%
> Cc1ccc(-c2nnn(CC(=O)Nc3cccc4c3CCCC4)n2)o1
→ -22.5%	9.9%	8.2%	3.3%	0.0%	0.7%	-0.3%	-5.6%	7.3%
> CC1(C(=O)Nc2nc3ccccc3s2)CC1(Br)Br (stereo not drawn)
→ -10.6%	4.0%	6.1%	9.5%	0.8%	4.8%	x	-3.9%	-0.3%
> CCOCc1cc(C)[nH]c(=O)c1C#N
→ 8.8%	16.0%	3.7%	4.7%	x	15.5%	-0.9%	8.1%	-10.2%
> CCCCOc1ccc(OC(=O)c2cccnc2)cc1
→ 14.1%	22.1%	13.6%	1.0%	0.2%	1.1%	3.2%	-4.1%	-10.6%
> CC(=O)Nc1cccc(C(=O)OCc2ccccc2)c1
→ 7.6%	-8.0%	-3.7%	2.0%	0.6%	2.9%	0.4%	-1.6%	-2.2%
> O=C(CSc1ncn[nH]1)Nc1c(Br)cc([N+](=O)[O-])cc1Br
→ 21.2%	-6.7%	7.3%	0.9%	0.8%	3.7%	0.9%	2.9%	-4.2%
> CC(=O)OC1CC(c2cc(C(C)(C)C)c(O)c(C(C)(C)C)c2)=NO1 (stereo not drawn)
→ -8.0%	-0.4%	-2.5%	0.4%	-0.5%	21.3%	x	0.8%	1.5%
> CCCOc1ccc(C(=O)N2CCCC2)cc1OC
→ 6.0%	6.3%	6.3%	0.0%	-0.1%	3.2%	-0.8%	-5.5%	-1.3%
> COCC(=O)OCC(=O)Nc1ccccc1-c1ccccc1
→ 3.5%	-7.2%	3.8%	0.2%	1.3%	-2.0%	-0.7%	-3.8%	-8.1%
> Cc1c(NC(=O)C(C)OC(=O)c2cccc(S(=O)(=O)N(C)C)c2)c(=O)n(-c2ccccc2)n1C (stereo not drawn)
→ -0.6%	-3.7%	3.7%	0.1%	-0.2%	33.1%	-1.7%	-3.7%	4.3%

Fetched one by one from above, 2 records:
Every second line gives: Salmonella PhoP GFP	GPR35 antagonists	Rac1 GTP hydrolysis	RSV antiviral HEp-2	West Nile antiviral	SV40 large T antigen	CSM14.1 death rescue	Dengue-2 NS5 capping	LYP phosphatase
> Cc1c(NC(=O)C(C)OC(=O)c2cccc(S(=O)(=O)N(C)C)c2)c(=O)n(-c2ccccc2)n1C (stereo not drawn)
→ -0.6%	-3.7%	3.7%	0.1%	-0.2%	33.1%	-1.7%	-3.7%	4.3%
> COCC(=O)OCC(=O)Nc1ccccc1-c1ccccc1
→ 3.5%	-7.2%	3.8%	0.2%	1.3%	-2.0%	-0.7%	-3.8%	-8.1%

Bioassay records deposited in PubChem BioAssay by several laboratories.
